Compound activity (PubChem BioAssay)
USP1-UAF1 inh = blocks the human USP1/UAF1 deubiquitinase complex; Potency, µM (series often up to 57.1 µM), inactives show top-dose activity change, negative = inhibition, most hits filed as inhibitors; O94782; AID 743255; hit rate 0.23% among 390,000; recombinant USP1/UAF1, Ub-Rhodamine cleavage fluorescence; note: potency is the fitted concentration of half-maximal effect; % is set by controls: 0 for no effect and ±100 for the full control effect; nearly all actives have a fitted effect of over 60% in size; inactives centre near -12
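High-throughput fluorogenic screen: 1nM USP1/UAF1 complex, Ub-Rho substrate 150nM final, 50mM HEPES pH 7.8 with 0.5mM EDTA, 0.1 mg/ml BSA, 1mM TCEP and 0.01% Tween-20.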
TrxR1 inh = inhibitors of rat thioredoxin reductase 1. O89049. recombinant rTrxR1, NADPH fluorescence consumption, selenite substrate. Potency, µM (highest dose often 114 µM), without a hit: at the top dose activity change, negative = inhibition, most hits filed as inhibitors. hit rate 1% among 390,000. AID 588453; note: potency is the fitted concentration of half-maximal effect; % is set by controls: 0 for no effect and ±100 for the full control effect; nearly all actives have a fitted effect of over 65% in size
Target sequence (O89049 whole entry, looked up): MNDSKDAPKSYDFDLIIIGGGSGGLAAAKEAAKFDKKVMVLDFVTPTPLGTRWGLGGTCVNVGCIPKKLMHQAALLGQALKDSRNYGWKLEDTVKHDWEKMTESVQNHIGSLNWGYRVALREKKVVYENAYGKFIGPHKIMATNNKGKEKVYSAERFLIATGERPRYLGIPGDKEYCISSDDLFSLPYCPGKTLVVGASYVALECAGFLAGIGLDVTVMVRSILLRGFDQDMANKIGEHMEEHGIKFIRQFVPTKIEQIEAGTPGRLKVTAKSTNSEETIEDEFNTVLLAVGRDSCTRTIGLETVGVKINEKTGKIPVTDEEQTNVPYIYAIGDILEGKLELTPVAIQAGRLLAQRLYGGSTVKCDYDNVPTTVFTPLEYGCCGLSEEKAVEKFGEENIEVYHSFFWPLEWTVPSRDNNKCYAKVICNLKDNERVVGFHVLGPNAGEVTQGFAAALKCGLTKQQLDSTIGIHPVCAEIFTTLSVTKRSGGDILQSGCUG
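Rat TrxR1 (90 nM in the dispensed reagent) was pre-reduced with 400 uM NADPH for 5 min at room temperature, then incubated with compound for 15 min. After 400 uM selenite was added, NADPH fluorescence (Ex 340/Em 450 nm) was followed for 8 min.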
D2 antagonist = D2 dopamine receptor (human) antagonism; P14416; HEK293 TREx D2 cells, calcium flux, dopamine EC80; inhibition, % at 10 µM; hit rate 2% among 340,000; AID 485344; in the data active = inhibition above about 30%; note: 0% is about no effect
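Cells plated overnight at 30 C with tetracycline; no-wash calcium dye, 30–90 min RT; 10 s baseline; compound pinned; 180 s read; EC80 dopamine added; another 180 s read.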
mIDH1 inhibitor = blocks human mutant IDH1 R132H enzyme | O75874 | IDH1-R132H enzyme, NADPH consumption, diaphorase/resazurin fluorescence | hit rate 0.093% among 390,000 | Potency, µM (titrated, usually from 76.6 µM), for inactives: at the top dose activity change, negative = inhibition, hits mostly inhibitors; note: potency is the fitted concentration of half-maximal effect; % is set by controls: 0 for no effect and ±100 for the full control effect; nearly all actives have a fitted effect of over 65% in size
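IDH1-R132H (0.5 ug/mL dispensed) in pH 7.5 Tris buffer was preincubated 30 min with compound, then given a substrate mix of 0.016 mM NADPH and 2 mM alpha-KG for 80 min at room temperature; remaining NADPH was read by diaphorase/resazurin fluorescence.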
TRHR ag = agonists of human TRH receptor. TRHR cells, calcium flux fluo-8, FDSS agonist mode. P34981. hit rate 0.18% among 360,000. activation, % at 2 µM; in the data active = activation above about 30%; note: 0% is about no effect
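Steps: seed TRHR cells overnight; add fluo-8 no-wash Ca dye, RT 30 min–1.5 h; record 10 s baseline; pin-transfer compounds; monitor fluorescence 1 cycle/s for the agonist window. Calcium increases flag candidate agonists.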
TrxR1 substrate = is turned over as a substrate by rat TrxR1 | Potency, µM (titrated, usually from 114 µM), inactives show top-dose activity change, negative = substrate turnover | purified TrxR1 substrate turnover, NADPH consumption readout | hit rate 0.01% among 390,000; note: potency is the fitted concentration of half-maximal effect; % is set by controls: 0 for no effect and ±100 for the full control effect; nearly all actives have a fitted effect of over 50% in size
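Rat TrxR1, dispensed at 90 nM, was prereduced with 400 uM NADPH (final) for 5 min at ~22 deg C, then incubated with compound 15 min before 400 uM selenite. A first-read NADPH fluorescence drop versus no-compound background flagged substrates.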
PI4K2A inh = PI4K2A (human) kinase inhibition. hit rate 0.13% among 420,000. activity change, negative = inhibition, % at 76.9 µM. AID 1346378. purified PI4K2A, ADP-Glo luminescence, 1 h; active compounds read low. Q9BTU6; in the data active = activity change below about -50%; inconclusive = mostly about -30% to -49%;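 note: -100% = wells without enzyme as full effect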
Target sequence (Q9BTU6 whole entry, looked up): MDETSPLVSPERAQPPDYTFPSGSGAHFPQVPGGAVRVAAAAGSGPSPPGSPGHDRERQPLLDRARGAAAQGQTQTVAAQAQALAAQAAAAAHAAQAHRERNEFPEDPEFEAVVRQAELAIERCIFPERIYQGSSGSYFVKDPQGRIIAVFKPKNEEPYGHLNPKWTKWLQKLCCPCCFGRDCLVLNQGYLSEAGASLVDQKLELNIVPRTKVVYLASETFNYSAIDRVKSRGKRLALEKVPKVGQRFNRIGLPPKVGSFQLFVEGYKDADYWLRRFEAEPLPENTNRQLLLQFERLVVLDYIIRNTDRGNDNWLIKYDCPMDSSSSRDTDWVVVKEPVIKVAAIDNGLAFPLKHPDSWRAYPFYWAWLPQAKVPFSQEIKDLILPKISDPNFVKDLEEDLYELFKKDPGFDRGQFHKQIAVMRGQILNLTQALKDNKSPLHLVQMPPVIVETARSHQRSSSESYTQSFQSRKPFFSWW
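In this quantitative HTS, ADP production by PI4K2A was quantified luminescently after 1 h at ambient temperature; 100 microM adenosine served as plate-quality control.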
TRHR enhancer = TRH receptor (human) allosteric enhancement. P34981. hit rate 0.66% among 360,000. TRHR cells, fluo-8 calcium fluorescence, EC20 TRH enhancement. AID 493056. enhancement, % at 2 µM; in the data active = enhancement above about 30%; note: 0% is about no effect
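TRHR-expressing cells loaded with fluo-8 calcium dye were read kinetically (ex 480/em 530) during compound addition, then stimulated with an EC20 of TRH (10 nM final). Enhancement of the Gq-mediated intracellular calcium response was scored.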
D2 agonist = activates the human D2 dopamine receptor | P14416 | HEK293 T-REx D2 cells, calcium flux agonist mode | activation, % at 2 µM | hit rate 0.53% among 340,000 | AID 485358;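 active = activation over 3 SD above normal in the single-dose calcium agonist read, cut at about 30% in these data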; note: 0% is about no effect
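Tetracycline-induced HEK293 T-REx cells with force-coupled D2 receptor, plated overnight at 30 C, loaded with no-wash calcium dye. After a 10 s baseline, compound was pin-added and calcium flux read kinetically for 180 s; calcium rises flagged agonists.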
An asterisk follows results filed as active; ? = inconclusive; / = not tested or not shown; & = joins results of further samples; [ ] = remark or other dose. Unless noted, calls come from the whole dose curve; as a rule, active = well fitted inhibition curve with a large enough effect; inconclusive = small, poorly fitted or top-dose-only effect; inactive = no such curve, though single readings can be large or run the other way.

SMILES | USP1-UAF1 inh | TrxR1 inh | D2 antagonist | mIDH1 inhibitor | TRHR ag | TrxR1 substrate | PI4K2A inh | TRHR enhancer | D2 agonist
CCCCn1c(-c2ccccc2C)nc2cc3[nH]c(=O)c(C(C)C)nc3cc21 | ? | -11.3% | -19.3 | -13.1% | -0.8 | 19.8% | -4.1 | 22.0 | -1.4
Cc1ccccc1OCCC(=O)Nc1ccc(Cl)cc1F | 0.9% | -15.2% | -6.6 | 6.8% | -0.4 | -21.1% | 2.7 | -9.0 | -3.3
CCNC(=O)C1CCN(S(=O)(=O)c2ccc3c(c2)CCCN3C(C)=O)CC1 | -8.9% | 23.6%[57.1 µM] | / | 7.5% | 0.5 | 5.3%[57.1 µM] | -2.3 | -0.1 | 1.0
CCn1c(SCC(=O)N(C)c2c(N)n(Cc3ccccc3)c(=O)[nH]c2=O)nc2ccccc21 | -4.2% | 16.2% | -15.9 | 5.1% | 0.7 | 0.5% | 1.9 | 31.3* | 0.8
CCS(=O)(=O)Nc1c(C)n(C)n(-c2ccccc2)c1=O | 0.3% | 19.1% | 5.3 | 0.5% | 0.7 | 10.3% | 0.1 | -4.3 | 1.0
C#CCN1C=C(C(=O)OCC)C(C)N(Cc2ccccc2I)S1(=O)=O (stereo unspecified) | -28.7% | 2.5% | / | -7.3% | / | 2.7% | -0.7 | / | /
Cn1cc([N+](=O)[O-])c(C(=O)Nc2cc(Oc3cccnc3)cc([N+](=O)[O-])c2)n1 | -19.4% | 6.5% | / | 19.8% | -0.4 | 1.9% | -2.2 | -0.2 | /
COc1ccccc1NC(=O)CSc1nc2ccccc2c(=O)n1C | -19.6% | 22.3% | 13.5 | 10.5% | -1.3 | -1.1% | 1.2 | -6.8 | 1.2
COC(=O)[C@H](Cc1ccc(O)cc1)NC(=O)Cn1cnc2c(SC)nc(N)nc21 | -1.3% | 13.7% | / | -12.2% | / | 1.1% | 0.7 | / | /
COc1ccc(/C=C2\OC(=S)N(C)C2=O)cc1 | 16.3% | -0.8% | -6.3 | 4.6% | -0.3 | 4.7% | 1.3 | -0.8 | -0.9
CCn1c(C)c(C)c2cc(C(=O)NCc3ccc(F)cc3)ccc21 | -10.0% | 14.8%[57.1 µM] | / | 0.0% | -0.7 | 5.1%[57.1 µM] | 2.4 | 5.0 | -0.5
Cc1cc(NC(=O)CCC(=O)N(Cc2ccco2)C(C(=O)NC2CCCC2)c2ccccc2C)no1 (stereo unspecified) | -16.5% | -3.9% | 0.7 | -13.8% | -0.5 | -0.7% | 1.2 | -10.7 | 0.6

Continued, starting with the last 2 of the part before.
SMILES | USP1-UAF1 inh | TrxR1 inh | D2 antagonist | mIDH1 inhibitor | TRHR ag | TrxR1 substrate | PI4K2A inh | TRHR enhancer | D2 agonist
CCn1c(C)c(C)c2cc(C(=O)NCc3ccc(F)cc3)ccc21 | -10.0% | 14.8%[57.1 µM] | / | 0.0% | -0.7 | 5.1%[57.1 µM] | 2.4 | 5.0 | -0.5
Cc1cc(NC(=O)CCC(=O)N(Cc2ccco2)C(C(=O)NC2CCCC2)c2ccccc2C)no1 (stereo unspecified) | -16.5% | -3.9% | 0.7 | -13.8% | -0.5 | -0.7% | 1.2 | -10.7 | 0.6
c1ccc(CNCCC(Cc2ccccc2)c2ccco2)cc1 (stereo unspecified) | 7.2% | 10.4%[57.1 µM] | / | 4.4% | 0.6 | -17.9%[57.1 µM] | -0.3 | 2.5 | /
O=C(c1ccc(Nc2nc3ccccc3n3nnnc23)cc1)N1CCN(c2cccc(C(F)(F)F)c2)CC1 | -21.3% | 70.8µM* | / | -13.9% | 0.6 | 24.8% | -2.2 | -2.8 | /
Cn1c(=O)c(C(=O)NC2CCCCCCC2)c(O)c2ccccc21 | -0.2% | -13.8% | -5.1 | 0.5% | -0.2 | -3.8% | 5.6 | 10.8 | 0.2
Cc1cc(C)cc(N(C(=O)c2snc(C(N)=O)c2N)C(C(=O)NCC2CCCO2)c2cccs2)c1 (stereo unspecified) | -16.0% | 16.4%[57.1 µM] | 7.4 | -13.4% | -0.5 | 23.8% | -2.2 | 4.2 | -0.3
Nc1ccc(C(=O)N/N=C/c2ccccc2)cc1 | -17.2% | -12.8% | -0.6 | 3.0% | -0.5 | -10.2% | 1.7 | -3.1 | 0.1
Cc1ccc(NC(=O)c2cc(C)nc3ccccc23)c(C)c1 | -19.0% | 17.2% | 4.6 | 2.7% | 0.4 | -0.5% | 3.1 | 4.5 | 0.3
CC1=C2C3OC(=O)C(C)[C@@H]3CC[C@](C)(O)C2C2C3C4C5(C12)[C@H]1OC(=O)[C@@H](C)C1CC[C@]4(C)O[C@]5(C)[C@@H]3O (stereo partly specified) | -14.1% | 13.5% | 9.4 | 10.1% | -0.5 | 0.2% | 4.0 | 2.0 | -0.9
CN(C)S(=O)(=O)c1cc(NC(=O)CN2C(=O)NC3(CCCc4ccccc43)C2=O)ccc1Cl (stereo unspecified) | -7.7% | -6.2% | -3.0 | 1.8% | -1.9 | -5.0% | 2.4 | 2.7 | -1.4
CCOc1ccccc1NC(=O)CCC(=O)Nc1ccc2nc(N3CCN(C)CC3)cc(C)c2c1 | -7.2% | -21.6% | -4.9 | -1.5% | -0.7 | 40.9%[activator] | 3.2 | 0.8 | -0.3
CCCCn1c(N)c(N(CCOC)C(=O)c2ccc(Br)o2)c(=O)[nH]c1=O | -0.2% | -9.9% | -3.0 | 5.2% | -1.2 | -5.2% | -9.1 | 17.7 | -1.5
Clc1ncn(C23CC4CC(CC(C4)C2)C3)n1 | -13.4% | 12.4%[57.1 µM] | -50.2 | 2.5% | -0.4 | 10.4%[57.1 µM] | 11.6 | -1.0 | 0.6
Cc1oc2ncn(CC(C)C)c(=O)c2c1C(=O)NCCc1ccccc1 | -20.5% | 7.7% | / | -9.7% | -0.9 | -5.1% | -0.6 | 13.9 | -0.5
COc1ccc(NS(=O)(=O)c2cccc(C(=O)N/N=C/c3cn(-c4ccccc4)nc3-c3ccc(OC)cc3)c2)cc1 | -16.9% | 6.4% | -3.8 | 4.8% | 0.8 | 12.4% | -2.7 | 3.6 | 0.7
O=C(N/N=C/c1ccccc1)NC1CCCCC1 | -2.4% | -10.2% | -18.7 | 1.0% | -0.7 | -8.9% | 1.2 | 2.6 | 3.3
CCN(CC)c1ccc(-n2nc3cc(C)c(NC(=O)c4ccccc4F)cc3n2)cc1 | -11.9% | 13.4% | / | 9.7% | -0.5 | 23.9% | -6.6 | 7.6 | 0.8
CC(C)c1nc(N2CCN(C(=O)c3ccco3)CC2)c(C#N)c2c1COC(C)(C)C2 | ? | 10.2% | -33.0 | 20.7µM* | -0.6 | 63.1%[activator] | 1.3 | -3.7 | 0.8
CC(=O)Nc1ccc2c(c1)OCO2 | -20.7% | 2.9% | 21.9 | -2.0% | 1.0 | -6.3% | 3.7 | 0.3 | 2.0
COCCNC(=O)c1ccc(C)c(S(=O)(=O)Nc2ccc(C)cc2)c1 | -8.8% | 15.2% | 21.4 | 3.7% | 0.6 | 5.4% | -1.5 | -3.4 | -0.3
O=C(CCC1N=C2c3ccccc3N=C(SCC(=O)Nc3ccc(F)cc3)N2C1=O)NCc1cccs1 (stereo unspecified) | -15.0% | 15.1%[57.1 µM] | / | ? | 0.0 | 3.1%[57.1 µM] | 2.5 | -5.9 | 0.3
COc1ccc(CNCC(O)(c2ccc(F)cc2)c2ccc(F)cc2)cc1 | -23.9% | 2.7%[57.1 µM] | -2.5 | -4.1% | 0.9 | -5.4%[57.1 µM] | 5.5 | 1.1 | 1.3
CCC(Cc1ccccc1)n1c(=S)[nH]c2ccccc2c1=O (stereo unspecified) | -23.1% | 14.1%[57.1 µM] | 12.9 | 2.5% | 0.2 | -0.1%[57.1 µM] | 0.6 | 2.9 | -0.2
COc1ccccc1N1CCN(C(=O)c2cc3c(s2)-c2ccccc2OC3)CC1 | ? | -2.7%[57.1 µM] | -14.4 | -5.2%&13.7% | -0.2&-0.5 | 0.6%[57.1 µM] | -10.0&-0.3 | -5.3&3.5 | 16.6&-0.6
O=C(CSc1nnc2ccccn12)NCc1ccco1 | 0.9% | 19.0% | -17.2 | -2.9% | -0.2 | 1.3% | 0.4 | -8.3 | -0.7
COc1cc(OC)c(NC2=NCCCCC2)cc1Cl | 2.2% | -4.5% | -9.2 | 6.8% | 0.2 | -10.0% | 1.8 | -6.6 | 0.6
COC(=O)c1ccc(C2Nc3c(C)cccc3-c3cc(C)nn32)cc1 (stereo unspecified) | -14.1% | 5.1% | / | 9.4% | 0.1 | -4.0% | -2.2 | 5.8 | 0.9
CCS(=O)CCSc1nc2ccccc2s1 (stereo unspecified) | -6.1% | 25.4% | 3.8 | 1.6% | 0.7 | 1.6% | 0.4 | -9.0 | 0.7
COC(=O)c1ccc(C(=O)OC)c(NC(=O)CSc2ccccn2)c1 | -11.8% | 2.4% | 11.3 | 4.3% | 0.5 | 0.5% | -4.6 | -7.0 | 0.5
CCOC(=O)/C(N=Nc1sc(C(=O)OC)c(C)c1C(=O)OCC)=C(\O)CCl | -20.4% | 3.9%[57.1 µM] | -7.4 | 0.0% | 0.5 | -6.2%[57.1 µM] | -5.3 | -4.1 | 2.4
COc1ccc(C(C(=O)Nc2ccc(C(C)C)cc2)N(Cc2ccco2)C(=O)CC2NC(=O)NC2=O)cc1 (stereo unspecified) | -22.6% | 32.1%[57.1 µM] | -11.7 | ? | 1.9 | -16.2%[57.1 µM] | 2.6 | -0.2 | -0.6
COCCCNC(=O)C1=CCN(S(=O)(=O)c2ccc(OC)cc2)CC1 | -12.4% | 37.0%[57.1 µM] | -4.2 | -10.5% | 0.3 | 15.2%[57.1 µM] | -6.2 | -0.7 | 0.8
O=C(Cn1cnc2ccc(Br)cc2c1=O)c1cccs1 | -15.0% | -2.1% | / | 1.7% | / | -3.2% | -3.8 | / | /
CNC(=O)c1c(NC(=O)C2=COCCO2)sc(C)c1C | -8.8% | -14.8% | / | 14.0% | -0.4 | -11.1% | -0.3 | -3.4 | /
CCCCCCCNC(=O)C1(CC2CC(c3ccc(Cl)cc3)=NO2)CCNCC1 (stereo unspecified) | -18.9% | ? | -34.7 | -18.9% | 1.0 | 1.6% | 3.6 | 5.5 | 3.1
